IDE cell inh: cellular human IDE inhibition. P14735. HEK cells, FAbetaB cleavage, fluorescence polarization. inhibition, % at 5.59 µM. 320,000 tested, 0.41% active;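 active means percent inhibition above the average of all tested compounds plus 3 SD, set per screening campaign, cut at about 16% in these data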;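 further: IDE supplied by intact live HEK cells; FP after avidin binding of uncleaved biotin substrate so inhibition keeps polarization high; 0% = DMSO wells and 100% = 60 µM reference IDE inhibitor Ii1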
pCIP destab: p/CIP protein destabilization; F442A p/CIP-EGFP cells, EGFP fluorescence, 16 h; Q05BA5; 290,000 tested, 0.01% active; AID 1984; decrease of EGFP signal, % at 10 µM;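 active means EGFP signal decrease of at least 30% at 10 µM or well 3 SD below plate mean, unless failing retest; inactive means the rest, including hits failing retest or dose response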; further: some compounds called inactive have numbers as strong as hits; many of its hits are not listed in these tables
MEKK2 mut-MEK5: signal of MEK5 binding to mutant human MEKK2 PB1 domain | bead flow cytometry, Alexa488-MEK5 binding to MEKK2 mutant | percent response, % at 10 µM | 290,000 tested, 0.35% active | AID 1530; in the data active means percent response above about 24%, passing the limit was not always enough; further: inactives centre near 1; some results filed as inactive read as strong as hits; reference of the scale not given here
IDE act: IDE (human) activation, cell-based; 340,000 tested, 0.073% active; AID 493087; P14735; HEK cells, FAbeta-B cleavage, fluorescence polarization; 0% vehicle, 100% cell-free pure enzyme wells; activation, % at 5.96 µM;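 active means activation above the mean of all tested compounds plus 3 SD, set per screening campaign, cut at about 17% in these data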
MEKK2wt PB1 HTS: raises or lowers MEK5 binding to wildtype human MEKK2 PB1 domain; Q9Y2U5; bead flow cytometry, Alexa488-MEK5 binding to MEKK2 WT; actives lie on both sides; binding response (% of control), % at 10 µM; 290,000 tested, 1.1% active; AID 1531; in the data active means binding response below about 67% or above about 130%
NALP1 inh: inhibitors of NALP1 inflammasome in yeast. S. cerevisiae NALP1/ASC/caspase-1 growth, X-gal OD620, 72 h. inhibition, % at 10 µM. 280,000 tested, 0.61% active. AID 2071; in the data active means inhibition mostly above about 24%, no sharp cut-off; inactive means mostly below about 32%; further: some compounds called inactive have numbers as strong as hits
PfM18AAP inh: PfM18AAP enzyme inhibition. recombinant PfM18AAP, H-Glu-NHMec fluorogenic cleavage. inhibition, % at 7.35 µM. 290,000 tested, 1.2% active;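 active means inhibition above the campaign mean inhibition over all tested compounds plus 3 SD, cut at about 28% in these data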;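 further: 0% = plate median of test compound wells and 100% = 2 mM ZnCl2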
MEKK3 PB1 HTS: raises or lowers MEK5 binding to the human MEKK3 PB1 domain. Q99759. AID 1529. 290,000 tested, 1.4% active. bead-based flow cytometry, Alexa488-MEK5 binding to MEKK3; actives lie on both sides; 0 = blocked by unlabeled MEK5, 100 = vehicle. binding response (% of control), % at 10 µM;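 active means binding response more than 3 SD above or below the average of its plate-row segment, actives on both sides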;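 further: Alexa488 bead fluorescence after subtracting the streptavidin-only scavenger bead signal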
Target sequence (Q99759 whole entry, looked up, the tested form may be a part): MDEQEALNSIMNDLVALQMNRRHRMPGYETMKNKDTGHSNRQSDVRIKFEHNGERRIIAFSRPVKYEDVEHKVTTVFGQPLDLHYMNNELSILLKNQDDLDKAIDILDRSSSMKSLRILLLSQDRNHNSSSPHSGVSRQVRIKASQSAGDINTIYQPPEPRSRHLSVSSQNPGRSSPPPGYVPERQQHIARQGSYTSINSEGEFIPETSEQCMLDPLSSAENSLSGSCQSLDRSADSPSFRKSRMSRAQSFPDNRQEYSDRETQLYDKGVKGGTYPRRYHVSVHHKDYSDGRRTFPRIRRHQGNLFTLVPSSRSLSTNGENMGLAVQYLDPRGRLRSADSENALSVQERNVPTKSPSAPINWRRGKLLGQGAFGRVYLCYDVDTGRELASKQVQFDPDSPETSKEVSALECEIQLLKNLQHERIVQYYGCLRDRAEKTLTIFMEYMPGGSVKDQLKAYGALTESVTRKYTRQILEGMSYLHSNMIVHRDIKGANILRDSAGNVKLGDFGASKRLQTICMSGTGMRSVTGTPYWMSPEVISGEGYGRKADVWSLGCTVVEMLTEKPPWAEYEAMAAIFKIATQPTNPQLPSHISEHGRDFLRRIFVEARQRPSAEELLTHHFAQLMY
UBC9 SUMO inh: blocks human SUMOylation mediated by UBC9; 290,000 tested, 0.36% active; P63279; HTRF SUMOylation assay, SAE1/SAE2 + UBC9, in vitro; inhibition, % at 35 µM; AID 2006; in the data active means inhibition above about 50%, passing the limit was not always enough; further: strong numbers were not always called active
Target sequence (P63279 whole entry, looked up): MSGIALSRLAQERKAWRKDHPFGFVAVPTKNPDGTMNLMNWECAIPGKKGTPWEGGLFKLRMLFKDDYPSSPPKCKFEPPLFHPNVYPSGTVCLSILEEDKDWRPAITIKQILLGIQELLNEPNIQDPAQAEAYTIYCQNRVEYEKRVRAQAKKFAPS
* = called active by the depositor; · = no result given.

1: O=C(Nc1ccccc1C(=O)O)c1cc(S(=O)(=O)N2CCCCC2)cs1
2: O=C(Nc1ccccc1)c1cccc(S(=O)(=O)NCc2ccco2)c1
3: CCn1c(C)nc([N+](=O)[O-])c1Sc1ccc(F)cc1
4: COc1cc2c(cc1OC)CN(C(=O)c1ccc(S(=O)(=O)N3CCCCC3)cc1)CC2
5: Cc1ccc(-c2nc3ccccc3[nH]2)cc1NC(=O)c1sc2ccccc2c1Cl
6: O=C(N1CCOCC1)C(F)(F)C(=O)N1CCOCC1
7: O=C1CC(N2CCN(C/C=C/c3ccccc3)CC2)C(=O)N1Cc1cccs1 (stereo not drawn)
8: COc1ccc(N2CCN(C(=O)CCN3C(=O)C4C5C=CC(C5)C4C3=O)CC2)cc1 (stereo not drawn)
assay / compound	1	2	3	4	5	6	7	8
IDE act	-8	4	3	-2	4	1	2	0
MEKK3 PB1 HTS	103	99	100	92	102	103	87	102
UBC9 SUMO inh	0	25	17	-7	4	-4	10	-1
IDE cell inh	4	8	0	-1	-1	3	-1	-1
MEKK2 mut-MEK5	-9	3	1	-5	-1	8	-9	4
NALP1 inh	-11	-3	24	40	1	-1	4	12
MEKK2wt PB1 HTS	91	108	102	97	98	105	91	104
pCIP destab	3	-23	0	-5	-18	-2	-6	14
PfM18AAP inh	-15	4	-4	-8	-2	1	-25	-2

9: COc1cc(-c2nc(-c3ccccc3)c(-c3cc([N+](=O)[O-])ccc3C)[nH]2)cc(OC)c1OC
10: COc1ccccc1C(=O)Nc1ccnn1C1CCN(C)CC1
11: O=C(COc1ccc(Cl)cc1Cl)N/N=C1\CCCc2ccccc21
12: COc1ccc(C(=O)N2CCCC2)cc1S(=O)(=O)N1CCOCC1
13: O=C(O)CCC(=O)NNC(=O)CCCOc1ccc(Cl)cc1Cl
14: CC(C)S(=O)(=O)c1csc(NC(=O)Nc2ccc(Cl)cc2)c1
15: CC(C)C(=O)Nc1cc2c(cc1C(=O)c1ccccc1)OCCO2
16: CC(OC(=O)CCN1C(=O)c2cccc([N+](=O)[O-])c2C1=O)C(=O)Nc1cc(Cl)cc(Cl)c1 (stereo not drawn)
assay / compound	9	10	11	12	13	14	15	16
IDE act	2	6	-7	0	1	1	0	0
MEKK3 PB1 HTS	98	103	100	103	101	100	102	105
UBC9 SUMO inh	7	0	14	-8	4	-8	11	-8
IDE cell inh	5	-2	2	5	0	-1	6	4
MEKK2 mut-MEK5	4	2	-1	9	6	-12	1	0
NALP1 inh	-79	-14	9	11	21	-9	12	16
MEKK2wt PB1 HTS	106	101	96	105	98	100	104	103
pCIP destab	0	-2	0	4	-20	-7	-11	5
PfM18AAP inh	6	-3	-4	-8	-2	-1	1	-1

17: O=C(c1ccc(F)cc1)C1CCN(Cc2ccc(F)cc2)CC1
18: Cc1cc(C)cc(OCCNC(=O)c2cc(S(=O)(=O)N3CCOCC3)ccc2F)c1
19: CCCC(c1nnnn1Cc1ccco1)N1CCN(C(=O)c2ccco2)CC1 (stereo not drawn)
20: COc1ccccc1C(=O)C1CCCN(C(=O)c2ccccn2)C1 (stereo not drawn)
21: CCOC(=O)c1oc2ccccc2c1NC(=O)c1ccc(S(=O)(=O)N(C)C)cc1
22: CCC(=O)/C=C1/Sc2ccc(OC)cc2N1CC
23: CCC(=O)Nc1nnc(C)s1
24: COc1ccc(N(CC(=O)Nc2cc(OC)c(OC)cc2C(=O)O)S(=O)(=O)c2c(C)noc2C)cc1
assay / compound	17	18	19	20	21	22	23	24
IDE act	-4	7	3	6	-4	-4	-6	5
MEKK3 PB1 HTS	102	104	106	106	101	92	105	103
UBC9 SUMO inh	-1	-7	3	-9	-6	-12	3	-1
IDE cell inh	3	3	-2	2	-4	3	·	1
MEKK2 mut-MEK5	2	-3	5	5	2	-2	4	5
NALP1 inh	6	-1	-20	12	5	1	12	13
MEKK2wt PB1 HTS	106	101	105	103	100	95	103	100
pCIP destab	2	0	-9	-16	2	-14	3	2
PfM18AAP inh	0	13	-1	-5	-11	27	4	-1

25: COC(=O)C1=C(C)Nc2ncnn2C1c1ccco1 (stereo not drawn)
26: O=C(/C=C/c1ccco1)N(Cc1cccc(F)c1)C1CCS(=O)(=O)C1 (stereo not drawn)
27: CCCS(=O)(=O)N1CCCC(C(=O)NCCCN(C)Cc2ccccc2)C1 (stereo not drawn)
28: COc1ccc(-c2cc(C(=O)NCc3cn(C)nc3C)c3ccccc3n2)cc1OC
29: CCOC(=O)c1[nH]c2ccc(Br)cc2c1NC(=O)CCN1CCN(C(=O)OCC)CC1
30: COc1ccc(Cl)cc1C(=O)NNC(=S)NC(=O)c1cc(-c2ccccc2)nc2ccccc12
31: CCN(CC)c1ccc(/C=N/NC(=O)c2ccco2)cc1
32: COCCN(C(=O)COC(=O)c1sccc1C)c1c(N)n(Cc2ccccc2)c(=O)[nH]c1=O
assay / compound	25	26	27	28	29	30	31	32
IDE act	-4	1	4	-2	0	0	5	3
MEKK3 PB1 HTS	104	102	102	91	103	·	99	104
UBC9 SUMO inh	0	-4	28	3	-5	-12	-13	-7
IDE cell inh	2	-3	1	-1	3	-1	1	-3
MEKK2 mut-MEK5	2	1	7	-4	3	·	0	5
NALP1 inh	6	4	-2	-15	5	18	21	22
MEKK2wt PB1 HTS	104	98	105	91	111	·	98	110
pCIP destab	5	4	-14	-1	12	-20	8	-14
PfM18AAP inh	-3	-4	1	-6	-10	-3	-1	-2

33: COc1ccc(/C=C2/C(=O)ON=C2C)cc1Cl
34: O=C(CN1C(=O)CSC1=O)c1ccccc1
35: CCOc1ccc(N(Cc2ccccc2F)C2=NC3CS(=O)(=O)CC3S2)cc1 (stereo not drawn)
36: O/C(=C\c1nc2ccccc2[nH]1)c1cccs1
37: CC(C)(C)c1ccc(O)c(N=Cc2cc3c(cc2[N+](=O)[O-])OCO3)c1
38: O=C1[C@@H]2Cc3c([nH]c4ccccc34)C(c3ccccc3)N2C(=O)CN1C1CCN(Cc2ccccc2)CC1 (stereo partly drawn)
39: Cc1nn(-c2ccccc2)c2c1C(c1ccc(F)cc1F)C(C#N)=C(N)O2 (stereo not drawn)
40: O=C(Nc1ccc(Cl)c(Cl)c1)Oc1ccc(NC(=O)c2ccco2)cc1
assay / compound	33	34	35	36	37	38	39	40
IDE act	-3	1	0	-5	5	-2	-1	-2
MEKK3 PB1 HTS	105	102	117	101	108	108	87	104
UBC9 SUMO inh	-1	4	12	12	8	-9	-13	1
IDE cell inh	0	2	-1	7	-8	7	9	1
MEKK2 mut-MEK5	4	2	-1	5	1	12	-16	14
NALP1 inh	12	19	12	-5	15	9	9	100*
MEKK2wt PB1 HTS	105	102	103	102	107	121	88	113
pCIP destab	-5	1	-13	-2	-32	9	-11	3
PfM18AAP inh	-2	-7	-7	6	36*	41*	0	-14

41: Cc1cc(=O)oc(C)c1C(=O)N1CCN(c2ccc(F)cc2)CC1
42: S=C(NCCN1CCOCC1)N/N=C/c1cccs1
43: CC(C)(C)C(=O)[C@@H]1[C@@H]2C(=O)N(C3CCCCC3)C(=O)[C@@H]2[C@H]2c3ccccc3C=CN12
44: C=CCSc1nc(N)cc(=O)[nH]1
45: COc1ccc2[nH]c(O)c(N=NC(=O)Cc3cccs3)c2c1
46: Cn1c(SCC(=O)N2c3ccccc3Sc3ccccc32)nc2ccccc21
47: CCOc1cc(NC(=S)NCC2CCCO2)c(OCC)cc1NC(=O)CC(C)C (stereo not drawn)
48: CC(C)CCn1c(SCc2ccc(Cl)cc2)nc2c1c(=O)[nH]c(=O)n2C
assay / compound	41	42	43	44	45	46	47	48
IDE act	1	3	3	8	7	6	2	3
MEKK3 PB1 HTS	103	107	·	101	87	102	92	82
UBC9 SUMO inh	9	-1	10	-18	13	-8	1	5
IDE cell inh	9	-1	5	-2	-1	1	1	-3
MEKK2 mut-MEK5	3	10	·	-3	-18	-1	-11	-8
NALP1 inh	2	-18	26	-9	·	11	-3	-3
MEKK2wt PB1 HTS	105	101	·	98	82	96	89	83
pCIP destab	-8	3	-5	-8	3	7	-9	-13
PfM18AAP inh	5	1	-4	-2	4	-3	-4	10

49: CCCn1c2c(c(O)c(C(=O)Nc3ncccc3O)c1=O)CCCC2
50: CCOC(=O)C1CCN(C(=O)c2cc3c(=O)n4cccc(C)c4nc3s2)CC1
51: CCOc1ccc(C(=O)Nn2cnnc2)cc1OCC
52: CCCNC(=S)Nc1ccc(Nc2ccccc2)cc1
53: COc1ccc(OC)c(Nc2nc(NCCCN(C)C)nc(N)c2[N+](=O)[O-])c1
assay / compound	49	50	51	52	53
IDE act	3	3	0	5	6
MEKK3 PB1 HTS	92	101	102	100	112
UBC9 SUMO inh	35	27	-10	-3	3
IDE cell inh	4	5	-2	-3	6
MEKK2 mut-MEK5	-8	4	-4	6	12
NALP1 inh	14	16	·	-4	20
MEKK2wt PB1 HTS	97	105	102	109	121
pCIP destab	-9	-16	8	-7	-1
PfM18AAP inh	0	2	29*	4	3

Five of the compounds above, as tab-separated lines.
No.	structure	IDE act	MEKK3 PB1 HTS	UBC9 SUMO inh	IDE cell inh	MEKK2 mut-MEK5	NALP1 inh	MEKK2wt PB1 HTS	pCIP destab	PfM18AAP inh
38	O=C1[C@@H]2Cc3c([nH]c4ccccc34)C(c3ccccc3)N2C(=O)CN1C1CCN(Cc2ccccc2)CC1 (stereo partly drawn)	-2	108	-9	7	12	9	121	9	41*
39	Cc1nn(-c2ccccc2)c2c1C(c1ccc(F)cc1F)C(C#N)=C(N)O2 (stereo not drawn)	-1	87	-13	9	-16	9	88	-11	0
40	O=C(Nc1ccc(Cl)c(Cl)c1)Oc1ccc(NC(=O)c2ccco2)cc1	-2	104	1	1	14	100*	113	3	-14
41	Cc1cc(=O)oc(C)c1C(=O)N1CCN(c2ccc(F)cc2)CC1	1	103	9	9	3	2	105	-8	5
42	S=C(NCCN1CCOCC1)N/N=C/c1cccs1	3	107	-1	-1	10	-18	101	3	1

Some of the compounds tested; rates above refer to the full screens.
